Screening results deposited in PubChem by National Center for Advancing Translational Sciences (NCATS).
KB-3-1 cytotox: kills parental KB-3-1 adenocarcinoma cells. KB-3-1 viability, CellTiter-Glo ATP luminescence, 72 h. Potency, µM (titrated, usually from 46.1 µM), for the others: at the highest dose activity change, negative = cytotoxic, usual class: cytotoxic. actives 1.4% (n = 400,000). AID 1347075; further: potency means the concentration at half of the fitted maximal effect; on the % scale 0 is the no-effect control and ±100 the full control effect; nearly all actives have a fitted effect of over 60% in size
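KB-3-1 cells, DMEM (no phenol red) + 10% FBS; compound by pin transfer, 72 h, 37 °C. Readout: CellTiter-Glo luminescence after 10 min. Data normalized, curve-fitted.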
HT1080NT lethal: kills 2HG-producing HT-1080-NT fibrosarcoma cells; HT-1080-NT fibrosarcoma viability, CellTiter-Glo ATP luminescence, 48 h; Potency, µM (titrated, usually from 46.1 µM), inactives show at the top dose activity, negative = less viability, actives largely listed as cytotoxic; actives 1.6% (n = 360,000);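 further: NT is the 2HG producing partner of a matched IDH1 knockdown line; potency means the concentration at half of the fitted maximal effect; 0% = DMSO-treated cells and -100% = media-only wells without cells; nearly all actives have a fitted effect of over 55% in size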
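Read-out is CellTiter-Glo luminescence after 10 minutes at room temperature, following 48 hours' compound treatment of HT-1080-NT cells (750 cells/well, RPMI, 5% FBS, 37 degrees C).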
MCF10A rereplic: inducers of DNA re-replication in MCF 10A breast cells; MCF 10A DNA re-replication, Hoechst nuclear intensity, 48 h; Potency, µM (doses to about 46.1 µM), without a hit: top-dose activity, positive = re-replication, most hits filed as activators; actives 2.9% (n = 350,000); further: potency means the concentration at half of the fitted maximal effect; % of control where 0% means no effect; nearly all actives have a fitted effect of over 50% in size
IL-1B inflam inh: inflammasome signaling inhibition, IL-1 beta readout; THP-1 LPS/ATP IL-1B secretion, AlphaLISA, 16 h; hits give low values; activity change, % at 57.5 µM; actives 4.7% (n = 360,000); in the data active means activity change below about -50%; inconclusive means mostly about -30% to -49%; further: on the % scale 0 is the no-effect control and ±100 the full control effect
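THP-1 cells pretreated 1 hr with compounds (up to 57.5 uM final), then stimulated with LPS (250 ng/mL final) plus ATP (1.25 mM final); secreted IL-1B measured by AlphaLISA after 16 hr, decreased signal indicating inhibition.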
WRN inhibitor: blocks human WRN helicase; Q14191; WRN helicase unwinding, fluorescent forked duplex, kinetic; Potency, µM (doses to about 114 µM), for the others: at the highest dose activity change, negative = inhibition, hits mostly inhibitors; actives 0.46% (n = 360,000); AID 651768; further: potency means the concentration at half of the fitted maximal effect; on the % scale 0 is the no-effect control and ±100 the full control effect; nearly all actives have a fitted effect of over 55% in size
Target sequence (Q14191 whole entry, looked up): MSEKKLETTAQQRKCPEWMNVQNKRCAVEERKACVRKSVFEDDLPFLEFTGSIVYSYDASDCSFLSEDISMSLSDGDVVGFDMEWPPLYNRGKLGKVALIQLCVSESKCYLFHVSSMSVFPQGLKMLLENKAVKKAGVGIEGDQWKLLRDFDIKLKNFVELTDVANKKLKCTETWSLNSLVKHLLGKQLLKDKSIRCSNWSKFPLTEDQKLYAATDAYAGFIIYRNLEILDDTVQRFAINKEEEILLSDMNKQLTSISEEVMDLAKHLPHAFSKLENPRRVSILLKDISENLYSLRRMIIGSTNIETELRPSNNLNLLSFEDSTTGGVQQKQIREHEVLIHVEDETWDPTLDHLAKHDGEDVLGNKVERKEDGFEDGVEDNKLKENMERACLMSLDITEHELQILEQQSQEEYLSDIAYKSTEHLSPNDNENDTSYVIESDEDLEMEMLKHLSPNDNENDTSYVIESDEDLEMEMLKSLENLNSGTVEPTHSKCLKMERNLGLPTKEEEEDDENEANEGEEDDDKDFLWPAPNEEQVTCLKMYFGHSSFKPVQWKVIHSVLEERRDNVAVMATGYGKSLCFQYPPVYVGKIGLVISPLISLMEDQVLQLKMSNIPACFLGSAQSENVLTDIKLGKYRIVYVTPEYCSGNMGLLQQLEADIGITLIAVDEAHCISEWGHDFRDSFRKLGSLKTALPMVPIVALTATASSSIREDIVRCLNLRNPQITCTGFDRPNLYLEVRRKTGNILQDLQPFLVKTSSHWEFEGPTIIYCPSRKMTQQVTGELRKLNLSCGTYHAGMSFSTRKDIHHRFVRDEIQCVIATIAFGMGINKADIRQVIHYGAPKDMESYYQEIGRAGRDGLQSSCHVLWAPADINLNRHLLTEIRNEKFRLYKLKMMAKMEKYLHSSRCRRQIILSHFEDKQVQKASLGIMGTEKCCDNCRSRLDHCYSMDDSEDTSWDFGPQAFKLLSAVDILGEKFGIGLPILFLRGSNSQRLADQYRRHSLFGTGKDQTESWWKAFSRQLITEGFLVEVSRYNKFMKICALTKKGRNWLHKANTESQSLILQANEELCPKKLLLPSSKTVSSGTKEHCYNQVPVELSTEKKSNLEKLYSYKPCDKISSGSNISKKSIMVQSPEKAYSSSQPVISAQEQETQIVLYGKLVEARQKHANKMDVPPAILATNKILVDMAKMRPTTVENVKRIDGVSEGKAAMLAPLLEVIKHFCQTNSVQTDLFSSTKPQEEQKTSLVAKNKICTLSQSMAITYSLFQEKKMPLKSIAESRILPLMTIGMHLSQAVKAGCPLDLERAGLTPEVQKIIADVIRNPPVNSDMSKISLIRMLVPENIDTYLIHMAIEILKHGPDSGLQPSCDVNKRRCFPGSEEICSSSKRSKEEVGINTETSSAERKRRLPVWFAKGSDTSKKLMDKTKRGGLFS
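Enzyme (20 nM final) and test compound sit together 15 min at room temperature before substrate addition. Substrate is a single-forked duplex oligonucleotide (100 nM) labelled with fluorophore and quencher, with 2 mM ATP; helicase unwinding raises red fluorescence, read kinetically.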
KB-V1 cytotox: kills drug-selected multidrug resistant KB-V1 cells | KB-V1 MDR cells viability, CellTiter-Glo, 72 h | Potency, µM (top dose mostly 46.1 µM), without a hit: at the highest dose activity change, negative = cytotoxicity, hits mostly cytotoxic | actives 3.4% (n = 400,000) | AID 1347076; further: potency means the concentration at half of the fitted maximal effect; on the % scale 0 is the no-effect control and ±100 the full control effect; nearly all actives have a fitted effect of over 60% in size
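Cytotoxicity toward P-gp-expressing KB-V1 cells was determined as loss of CellTiter-Glo luminescence after 72 h at 37 degrees C. Compounds were tested in quantitative HTS format across a concentration range, with curves fitted to normalized data.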
HT1080 IDH1KD tx: toxicity to HT-1080 IDH1 knockdown cells (counter line); HT-1080 IDH1 knockdown viability, ATP luminescence, 48 h; Potency, µM (top dose mostly 46.1 µM), for inactives: top-dose activity, negative = toxicity, actives largely listed as cytotoxic; actives 2% (n = 360,000); AID 686971;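 further: potency means the concentration at half of the fitted maximal effect; 0% = DMSO wells and -100% = cell-free medium wells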
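In this qHTS, HT-1080 cells depleted of IDH1 are exposed for 48 h at 37 °C to compound titrations. Toxicity is scored from CellTiter-Glo luminescence, with DMSO as full viability and medium alone as none.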
SW480 rereplic: inducers of DNA re-replication in SW480 colon cancer cells; SW480 DNA re-replication, Hoechst DNA content imaging, 48 h; Potency, µM (highest dose often 46.1 µM), inactives show at the highest dose re-replication activation, hits mostly activators; actives 1.8% (n = 340,000); further: potency means the concentration at half of the fitted maximal effect; % of control where 0% means no effect; nearly all actives have a fitted effect of over 55% in size
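Per well, 250 cells were exposed to pinned compound for 48 hr. Nuclear DNA was visualised with Hoechst (40 min, 37 C) and total object intensity recorded by fluorescence scanning.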
ATXN2 expr inh: ATXN2 expression inhibition; HEK-293 ATXN2-luciferase reporter, luminescence, 24 h; Potency, µM (series often up to 57 µM), for inactives: at the top dose activity change, negative = inhibition, actives largely listed as inhibitors; actives 0.72% (n = 360,000); further: potency means the concentration at half of the fitted maximal effect; on the % scale 0 is the no-effect control and ±100 the full control effect; nearly all actives have a fitted effect of over 55% in size
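qHTS (up to 57 uM final) was run with 24 h compound exposure of reporter cells at 37 °C. Each well was multiplexed: SteadyGlo luminescence measured ATXN2-luciferase expression after a fluorogenic Gly-Phe-AFC viability readout (25 uM final).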
An asterisk follows results filed as active; ? = inconclusive; / = no result given; & = joins results of further samples; [ ] = dose if it differs, or a comment. Unless noted, the call rests on the fitted dose curve; in most records, active means well fitted curve in the direction sought with a large enough effect; inconclusive means small, poorly fitted or top-dose-only effect, or another doubt; inactive means no such curve, though single readings can be large; an effect the other way counts as inactive or inconclusive.

entry	canonical_smiles	MCF10A rereplic	KB-3-1 cytotox	ATXN2 expr inh	IL-1B inflam inh	HT1080NT lethal
1	COc1ccc(-c2ccc(CN3C(C)C(=O)N(Cc4cn(CC5CCCCC5)nn4)CCS3(=O)=O)cc2)cc1 (configuration not stated)	/	?	-6.8%	4.8	-10.4%
2	CCNC(=O)NC(=O)C(C)Sc1ncc(C(F)(F)F)cc1Cl (configuration not stated)	8.3%	-5.3%	-1.9%	-5.6	7.7%
3	OC(c1ccc(Cl)c(Cl)c1)c1ncc(-c2cccc(F)c2)[nH]1 (configuration not stated)	/	0.0%	-6.8%	-4.5	?
4	Cc1cnc(NC(=O)CCCSc2nc3ccccc3s2)s1	?	17.8%	-21.4%	55.8	-29.7%
5	COc1ccc(NC(=O)C2(C)CCN2C(=O)CC2CCCC2)cc1OC (configuration not stated)	/	5.2%	10.3%	-2.5	17.7%
6	Cc1nc2nc(CSc3nc4ccccc4s3)cc(=O)n2[nH]1	16.2%	-4.2%	-1.4%	61.8	0.7%
7	CSc1ncc(Cl)c(C(=O)Nc2ccc(NC(C)=O)cc2)n1	1.9%	-1.2%&5.8%	7.8%&13.9%	-17.5	-3.2%
8	Cn1c(SCC(=O)N2CCCC2)nnc1-c1cnccn1	2.6%	-3.6%	/	-3.8	4.4%
9	C#CCN(C[C@@H]1[C@@H](OC(=O)NCC2CCCCC2)[C@@H](OC(=O)NCC2CCCCC2)Cn2c(=O)n(CCCCCC)c(=O)n21)S(=O)(=O)c1ccc(C)cc1	/	6.1%	0.2%	-11.9	-1.5%
10	Cc1ccc(NC(=O)COC(=O)c2ccc([N+](=O)[O-])s2)c(C)c1	7.8%	-5.6%	-9.8%	26.0	8.2%

entry	SW480 rereplic	KB-V1 cytotox	WRN inhibitor	HT1080 IDH1KD tx
1	/	?	1.0%	?
2	-39.2%[inhibitor]	-11.1%	-6.2%	-0.4%
3	/	14.5%	-4.0%	-14.1%
4	?	-9.5%	7.7%	?
5	/	?	0.3%[57.1 µM]	?
6	-4.7%	2.6%	-2.5%	-0.1%
7	-9.3%	21.2%&9.8%	-9.3%	2.1%
8	-0.7%	-1.7%	4.8%	7.6%
9	/	?	-1.6%	12.2%
10	0.2%	-9.2%	4.2%	14.1%

The list continues:
entry	canonical_smiles	MCF10A rereplic	KB-3-1 cytotox	ATXN2 expr inh	IL-1B inflam inh	HT1080NT lethal
11	COC(=O)Nc1ccc(SCC(=O)c2ccc(Cl)cc2)cc1	3.4%	3.8%	-6.6%	-61.9*	0.4%
12	COc1ccc(/C=C/c2cc(O)cc(OC3OC(CO)C(O)C(O)C3O)c2)cc1 (configuration not stated)	-3.9%	0.0%	110.6%[activator]	-23.7	-4.7%
13	Cc1cc(C)n(C(N)=NC(=O)c2ccc([N+](=O)[O-])cc2)n1	1.8%	-6.7%	/	0.0	1.9%
14	CCOC(=O)NNc1ccc2nonc2c1[N+](=O)[O-]	12.0%	?	-33.2%	-77.1*	?
15	Cc1cccc(OCC(=O)Nc2ccc3c(c2)C(=O)NC3=O)c1	0.6%	2.6%	/	-17.0	-2.0%
16	COCc1nc2oc3ccc(C)cc3c(=O)c2cc1C(=O)OC	3.5%	-3.3%	1.5%	?	?
17	Clc1ccc2nc(-c3ccccc3)c(Cc3ccccc3)n2c1	/	?	5.2%	61.0	17.6%
18	CC(C)(C)NC(=O)C(c1ccncc1)N(C(=O)c1csnn1)C1CC1 (configuration not stated)	-1.2%	-10.3%	1.2%	9.9	3.7%
19	O=C(CN1C(=O)S/C(=C\c2ccccc2F)C1=O)NCCCn1ccnc1	13.1%	14.9%	7.5%	?	11.0%
20	COCCCNC(=O)C1CCCN(S(=O)(=O)c2cccc3nsnc23)C1 (configuration not stated)	-0.8%	-1.8%	1.0%	-15.9	2.9%

entry	SW480 rereplic	KB-V1 cytotox	WRN inhibitor	HT1080 IDH1KD tx
11	3.8%	-13.0%	-11.6%	-10.6%
12	0.184µM*	11.0%	-9.4%	13.7%
13	-5.5%	-5.6%	4.1%	0.5%
14	23.1µM*	-2.0%	50.1µM*	?
15	0.7%	14.4%	2.9%	4.2%
16	-10.0%	-0.1%	-4.2%	28.3%
17	/	-29.5%	-2.0%	9.9%
18	-6.3%	17.6%	7.5%	9.0%
19	-4.1%	16.9%	4.6%	20.4%
20	7.8%	24.8%	2.3%	11.1%

The list continues:
entry	canonical_smiles	MCF10A rereplic	KB-3-1 cytotox	ATXN2 expr inh	IL-1B inflam inh	HT1080NT lethal
21	Cc1cccc(C)c1NC(=O)CN1CCc2ccccc2C1	0.2%	2.1%	-3.6%	8.0	-1.1%
22	Cn1cc(Cl)c(C(=O)N/N=C/c2ccc(OS(=O)(=O)c3ccccc3)cc2)n1	5.1%	-3.9%	17.5%	-3.3	1.2%
23	O=C(CCCn1c(=O)oc2ccccc21)N1CCN(c2ccc(F)cc2)CC1	-4.7%	3.4%	-11.3%	-12.1	9.2%
24	CCN(c1cccc(C)c1)S(=O)(=O)c1ccc(-c2cc(C)no2)s1	-6.2%	4.61µM*	/	30.0	?
25	COC(C[C@H]1O[C@H]1[C@@H](O)[C@H](C)OCc1ccccc1)OC	?	-12.2%	7.9%	3.1	5.9%
26	CCCCOc1ccc(NC2=NC3(CCCC3)N=C(N)N2)cc1	?	7.31µM*	?	-28.2	?
27	Cc1ccc(NC(=O)CN(C)C(=S)NC2CC2)cc1	-10.9%	13.7%	16.1%	16.3	12.7%
28	CC(C)C[C@H]1CNC(=S)N1CC1CCCN1C[C@H](Cc1ccc(O)cc1)N1C[C@H](Cc2ccccc2)N(CC2CCCCCC2)C1=S (some centres not stated)	-12.1%	0.0%	-11.7%	-28.3	0.0%
29	CCCN1C(=O)/C(=C/C=C2\N(CC)c3ccccc3C2(C)C)SC1=S	?	-20.9%	-11.2%	-5.6	3.1%
30	Fc1ccc(SCCc2ccccn2)cc1	-3.4%&14.4%	17.5%&0.5%	50.3%&32.9%[activator]	-5.5	?

entry	SW480 rereplic	KB-V1 cytotox	WRN inhibitor	HT1080 IDH1KD tx
21	-1.1%	8.5%	6.1%	1.3%
22	-1.8%	?	-11.1%	-5.2%
23	4.4%	-22.0%	-15.1%	6.7%
24	-5.9%	?	-2.4%	?
25	-2.1%	10.7%	16.5%	14.1%
26	1.5%	-4.4%	3.2%	?
27	-6.2%	3.7%	-1.3%	24.3%
28	?	?	-2.3%	-6.6%
29	-7.3%	?	18.9µM*	-13.8%
30	-12.3%&20.8%	-1.1%&3.4%	6.6%&-25.0%	18.3%&13.8%

Other compounds follow.
entry	canonical_smiles	MCF10A rereplic	KB-3-1 cytotox	ATXN2 expr inh	IL-1B inflam inh	HT1080NT lethal
31	O=S(=O)(c1cnc(Cl)c(Cl)c1)N1CCc2ccccc21	?	-0.1%	/	-64.6*	?
32	O=C(O)c1nn(CCOc2c(Cl)cccc2Cl)c(=O)c2ccccc12	?	-30.1%	157.8%[activator]	20.9	-24.0%
33	Cc1cc(N)n2ncc(-c3ccccc3)c2n1	18.2%	0.0%	87.0%[activator]	-14.2	-10.2%
34	O=C(CSc1ccc2c(c1)OCCO2)Nc1cccc(S(=O)(=O)N2CCCCC2)c1	-6.1%	0.5%	11.1%	22.6	10.5%
35	O=C1CSC(=S)N1/N=C/c1cccc(C(F)(F)F)c1	-0.3%	8.3%	0.4%	3.2	8.9%
36	O=S(=O)(NC1CCCCC1N1CCC(O)CC1)c1ccc(Cl)cc1 (configuration not stated)	5.2%	-24.1%	-15.0%	-15.0	-2.3%
37	CCOC(=O)C1(Cc2cccc(OC)c2)CCN(Cc2ccc(OC)c(O)c2)CC1	14.8%	5.9%	-19.9%	?	-27.1%
38	Cc1cc(C)c(NC(=O)CCN2CCN(Cc3ccccc3)CC2)c(C)c1	-13.6%	?	-32.7%	-2.6	-16.5%
39	Cc1cc(C(=O)OCC(=O)NCc2ccccc2)c2ccccc2n1	1.4%	0.0%	4.2%	23.3	-4.8%
40	COc1cccc(/C=N/Nc2ccc([N+](=O)[O-])cc2)c1O	?	-9.8%	96.4%[activator]	?	?
41	Cn1c2ccccc2c2cnn(CC(=O)N3CCCCC3)c(=O)c21	-4.6%	1.8%	/	-10.6	16.3%
42	Cc1nccn1CCc1n[nH]c(=S)n1Cc1ccccc1	0.5%	-2.0%	-3.9%	0.1	-1.9%

entry	SW480 rereplic	KB-V1 cytotox	WRN inhibitor	HT1080 IDH1KD tx
31	6.5%	0.5%	-0.5%	-18.0%
32	13.4%	?	-4.0%	?
33	1.4%	-8.2%	-13.5%	-11.2%
34	-6.2%	4.4%	3.9%	6.5%
35	1.1%	13.6%	-8.1%	7.3%
36	-1.3%	0.6%	-2.1%[57.1 µM]	-1.7%
37	40.2%	22.1%	-2.6%	-17.9%
38	?	?	3.3%	-18.1%
39	1.6%	14.9%	?	-8.8%
40	?	-26.1%	-16.5%	?
41	-0.8%	7.7%	3.4%	3.8%
42	-7.3%	-14.6%	16.5%	-7.9%[9.24 µM]

In the list so far, these contain an NH in an aromatic ring.
entry	canonical_smiles	MCF10A rereplic	KB-3-1 cytotox	ATXN2 expr inh	IL-1B inflam inh	HT1080NT lethal
3	OC(c1ccc(Cl)c(Cl)c1)c1ncc(-c2cccc(F)c2)[nH]1 (configuration not stated)	/	0.0%	-6.8%	-4.5	?
6	Cc1nc2nc(CSc3nc4ccccc4s3)cc(=O)n2[nH]1	16.2%	-4.2%	-1.4%	61.8	0.7%
42	Cc1nccn1CCc1n[nH]c(=S)n1Cc1ccccc1	0.5%	-2.0%	-3.9%	0.1	-1.9%

entry	SW480 rereplic	KB-V1 cytotox	WRN inhibitor	HT1080 IDH1KD tx
3	/	14.5%	-4.0%	-14.1%
6	-4.7%	2.6%	-2.5%	-0.1%
42	-7.3%	-14.6%	16.5%	-7.9%[9.24 µM]
